# From PubChem BioAssay
# Vif inh: HIV Vif inhibition | HEK293T cells, Vif self-association by quenched fluorescence, imaging, 24 h | inhibition, % at 7.49 µM | hit rate 0.35% among 340,000 | AID 602346; in the data active = inhibition above about 50%, passing the limit was not always enough; inconclusive = no clear call, values can overlap the other calls; inactive = below about 31%; note: some results filed as inactive read as strong as hits
# MC4R antag cAMP: blocks human MC4R cAMP signaling. MC4R-expressing cells, MTII-stimulated cAMP, LANCE TR-FRET. hit rate 0.48% among 360,000. inhibition, % at 6.5 µM. AID 540295;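 active = inhibition above its plate's cutoff, the mean of tested wells on that plate plus 3 SD, cut at about 29% in these data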;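 note: 0% = Melanotan II alone and 100% = Melanotan II plus saturating MCL0020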
# Target sequence (P32245 whole entry, looked up): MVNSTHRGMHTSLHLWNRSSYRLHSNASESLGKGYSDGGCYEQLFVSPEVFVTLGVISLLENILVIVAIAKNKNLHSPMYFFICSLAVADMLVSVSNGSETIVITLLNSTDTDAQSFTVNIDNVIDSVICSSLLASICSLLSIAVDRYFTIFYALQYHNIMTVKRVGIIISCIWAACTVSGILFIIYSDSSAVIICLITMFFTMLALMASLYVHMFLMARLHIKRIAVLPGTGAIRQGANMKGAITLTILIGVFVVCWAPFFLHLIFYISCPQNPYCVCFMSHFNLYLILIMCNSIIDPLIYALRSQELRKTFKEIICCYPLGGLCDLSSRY
#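 Material: human MC4R-expressing U2OS cells. Probe or stimulus: Melanotan II challenge. Dosing: 6.5 µM single dose. Times: 30-min compound, 1-h challenge, 1-h detection, room temperature. Technique: TR-FRET with Eu-cAMP and labeled anti-cAMP, 671 nm. Replication: singlicate.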
# CaV13 FRET inh: Primary screen for inhibitors of IQ motif and Ca2+-dependent inactivation inhibitor domain binding in CACNA1D, Förster resonance energy transfer in living cells, …; hit rate 0.098% among 340,000; inhibition, % at 12.3 µM; HEK cells, CFP/YFP FRET ICDI-IQ, plate reader, 10 min; percent FRET-ratio fall versus neutral wells;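 active = mean replicate inhibition of at least 30% and at least 1% of replicates passing that level; inconclusive = only one of the two criteria is met; inactive = neither criterion is met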;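 note: 0% = median of the neutral control wells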
# PDI inh: blocks human protein disulfide isomerase activity | P07237 | PDI insulin aggregation turbidity, A650, 90 min | inhibition, % at 10 µM | hit rate 0.052% among 350,000;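 active = mean inhibition across replicates of 30% or more, whatever share of single replicates reach that level; inconclusive = mean inhibition below 30% while every single replicate reaches 30%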;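 note: absorbance from insulin aggregation driven by PDI reduction with DTT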
# Target sequence (P07237 whole entry, looked up): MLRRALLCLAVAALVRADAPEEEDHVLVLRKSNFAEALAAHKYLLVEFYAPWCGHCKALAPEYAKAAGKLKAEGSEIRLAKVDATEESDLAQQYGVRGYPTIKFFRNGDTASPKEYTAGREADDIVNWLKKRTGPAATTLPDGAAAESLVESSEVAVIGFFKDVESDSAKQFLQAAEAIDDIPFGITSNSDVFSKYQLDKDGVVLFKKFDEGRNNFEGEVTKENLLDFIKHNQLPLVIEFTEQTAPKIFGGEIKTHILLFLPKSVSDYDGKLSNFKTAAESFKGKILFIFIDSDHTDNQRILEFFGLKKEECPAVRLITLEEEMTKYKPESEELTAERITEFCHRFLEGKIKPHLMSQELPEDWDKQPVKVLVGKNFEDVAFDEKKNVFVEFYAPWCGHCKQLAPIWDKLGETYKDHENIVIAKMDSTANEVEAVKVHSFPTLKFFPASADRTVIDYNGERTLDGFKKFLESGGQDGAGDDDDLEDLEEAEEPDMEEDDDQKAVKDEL
# ABCB6 inh 2: human ABCB6 transporter inhibition; K562-ABCB6 porphyrin accumulation, flow cytometry, 1 h; stronger effect = lower value; fluorescence ratio to DMSO, % at 10 µM; hit rate 0.19% among 360,000; AID 602162;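 active = fluorescence ratio to DMSO below 75%, the collection mean minus 3 SD; inconclusive = too few cells collected in the well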;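 note: signal is porphyrin accumulated inside mitochondria; 100% equals median channel fluorescence of DMSO control wells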
# N-glyco inh: blocks N-linked glycosylation in D54 reporter cells; D54 ERlucT glycosylation luciferase reporter, 24 h; percent of 100 nM tunicamycin response; reporter increase, % at 12.5 µM; hit rate 0.23% among 360,000;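 active = mean luciferase reporter signal, scaled so untreated is 0 and the glycosylation-blocking control 100, at or above a set limit in every replicate; inconclusive = mean reaches the limit but not every replicate does; inactive = mean below the limit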;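 note: luciferase carries N-glycosylation sites so blocking glycosylation raises the light; 0% = median of neutral control wells and 100% = median of 100 nM tunicamycin wells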
# H9c2 protect: myocardial damage modulation in H9c2 cells; H9c2 cardiomyocytes, H2O2 injury protection, ATPLite, 2 h; protection from H2O2 cell death, % at 20 µM; hit rate 0.63% among 360,000; AID 588492;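 active = compounds giving at least 50% protection of heart cells from peroxide-induced death in the single-dose screen, raw or plate-pattern-corrected value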;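 note: 0% = DMSO wells with peroxide and 100% = DMSO wells without peroxide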
# aDG glyco up: increases alpha dystroglycan glycosylation. activation, % at 10 µM. Pro5-aDG cells, alpha-DG glycosylation AlphaScreen (IIH6); 0% Pro5, 100% B10-LARGE cell signal. hit rate 0.22% among 360,000;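 active = activation of at least 8% versus controls, or a plate z-score of at least 8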;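 note: Pro5 are CHO cells carrying HIG-tagged alpha-DG that lacks glycosylation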
# MC4R ag barr: human MC4R agonism via beta-arrestin; activation, % at 8.9 µM; U2OS MC4R beta-arrestin complementation, luminescence; percent of melanotan II response, DMSO zero; hit rate 0.98% among 360,000;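 active = activation above a per-plate cutoff, the mean activation of sample wells on that plate plus 3 SD, cut at about 8% in these data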
# m5-HT2A agonist: agonists of mouse serotonin 5-HT2A receptor (HTR2A); activation, % at 7.6 µM; P35363; hit rate 0.66% among 360,000; AID 624169; CHO-K1 mHTR2A beta-arrestin complementation, luminescence; percent of 30 µM serotonin response;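 active = activation above a run cutoff, the mean activation of all tested compounds plus 3 SD, cut at about 14% in these data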;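 note: 0% = plate median of compound wells and 100% = 30 µM serotonin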
# Active calls of the source: *; ? = inconclusive; / = not tested or not shown.
SMILES,Vif inh,MC4R antag cAMP,CaV13 FRET inh,PDI inh,ABCB6 inh 2,N-glyco inh,H9c2 protect,aDG glyco up,MC4R ag barr,m5-HT2A agonist
CCc1ccccc1N(CC(=O)N1CCCC1)S(C)(=O)=O,-3,20,-1,5,103,0,3,-0.1,-1.1,1
CCCCN1C(=O)C(O)(CC(=O)c2ccccn2)c2ccccc21 (centres undefined),-7,5,-5,2,103,0,4,0.6,1.3,-1
C(=C\c1ccccn1)/c1cccnc1,1,0,-4,8,100,1,-2,0.0,-1.0,9
CCOc1ccc(NS(=O)(=O)c2ccc3c(c2)N(C(C)=O)CCO3)cc1,0,13,-3,-4,95,0,-7,0.1,-1.0,-2
COc1ccc(CNC(=O)CC2C[C@H](C(=O)N3CCCCC3)[C@@]3(C)c4[nH]c5ccccc5c4CCN3C2=O)cc1OC (some centres undefined),/,3,-5,6,93,2,13,-0.1,-0.2,3
CC12/C(=N/O)C3C4CC5C3/C(=N/O)C1C5C42 (centres undefined),-1,1,-10,-5,108,1,2,-0.2,-1.1,-4
Cc1c(C(=O)O)sc2c1c(=O)n(Cc1ccccc1)c(=O)n2C,6,5,-18,-2,97,0,0,0.1,-1.6,-1
CCn1c(CSc2nc3ccccc3s2)nc2ccccc21,2,0,-6,-4,95,-1,-20,0.3,2.3,-3
O=C(c1ccccn1)c1cc2ccccc2n1S(=O)(=O)c1ccccc1,1,3,-3,1,101,-2,3,0.2,-0.6,-6
O=C(Cc1ccccc1)NNC(=O)Nc1ccc(Cl)c(Cl)c1,2,-4,-7,-2,107,-2,-1,-0.1,-2.4,-13
COc1ccc(-c2c(C#N)cnc(C)c2C)c(O)c1OC,/,-1,-10,-25,93,1,6,-0.1,0.0,5
COc1ccc(NC(=O)O/N=C/c2ccc(Br)cc2)cc1,-2,-2,-19,8,97,2,-8,-0.1,-0.7,0
CSCC[C@H](NC(=O)[C@H](Cc1ccccc1)n1c(=O)[nH]c2ccccc2c1=O)C(=O)N[C@@H](Cc1ccccc1)C(=O)O,9,1,/,/,100,1,-1,0.1,-0.1,1
Cc1ccc(S(=O)(=O)N2CCOCC2)cc1C(=O)OCC(=O)NCCc1ccc(F)cc1,-2,9,-3,-3,99,0,-6,0.1,-0.2,-1
C/C(=N\Nc1ccc(C#N)cc1[N+](=O)[O-])c1ccc(O)cc1,-3,4,-4,-1,96,-2,-16,0.0,10*,-5
C/C(=N\NC(=O)CNC(=O)c1ccc(Br)cc1)c1ccco1,-7,-3,-3,1,96,0,-1,-0.1,-3.1,-3
CCN(CC)c1ccc(NC(=O)c2cnn(CC)c2)cc1,-10,-22,-5,-4,122,-2,-8,-0.2,-1.6,6
COc1cccc(-n2nnc3c(=O)n(CC(=O)Nc4cc(C)on4)cnc32)c1,/,-5,8,11,96,3,-1,0.2,-3.0,0
COc1cccc(C(=O)Nc2ccc(NC(=O)C(C)(C)C)cn2)c1,8,11,-4,1,85,-15,-38,0.6,-2.9,-4
O=C(O)C1CCC(C(=O)O)SS1 (centres undefined),3,5,-6,1,98,2,4,0.0,-0.4,-6
COc1cccc(CN2CC(C(=O)N3CCOCC3)CCC2=O)c1 (centres undefined),-1,2,-2,-5,103,1,0,-0.3,-3.9,0
Nc1[nH][nH]c(=O)c1N=Nc1ccccc1,15,-25,-5,1,99,2,-1,-0.1,-2.4,8
O=C(NC1CCCCCC1)c1c2c(nc3ccccc13)CCN(Cc1ccccc1)C2,-3,13,-4,6,103,?,48,0.0,0.2,-5
Cc1cc(C)cc(NC(=O)C(OC(=O)c2ccc(O)cc2)c2ccccc2)c1 (centres undefined),-1,8,-5,-3,97,0,2,-0.2,-0.2,-2
CC(=O)c1c(C)nc(-c2ccc(OCC(=O)Nc3ccccc3)cc2)n1O,6,13,1,0,94,-1,-4,-0.3,-0.9,-2
COCc1cccc(-c2csc(C(NC(C)=O)c3ccc(F)c(F)c3)n2)c1 (centres undefined),-5,3,-6,-3,100,0,-4,0.3,-0.7,-2
CC(=O)Nc1ccc(S(=O)(=O)N2c3ccccc3C(C)=CC2(C)C)cc1,81*,-21,-5,-1,104,12,6,-0.5,-1.9,-3
COc1ccc(N2CCN(c3nc4ccccn4c(=O)c3C=O)CC2)cc1,-10,-2,-3,-4,95,0,9,0.3,-0.1,3
COc1ccc(/C(O)=C/C(=O)C(=O)NNC(=O)C(O)(c2ccccc2)c2ccccc2)cc1,-1,1,-1,0,108,-1,28,-0.3,-2.8,-1
Cc1cc(C)cc(-n2c(SCC(=O)Nc3cccc(S(=O)(=O)NC4=NCCCCC4)c3)nc3ccccc3c2=O)c1,-8,29*,-2,9,102,-2,7,-0.1,1.6,3
O=C(COC(=O)C1CCN(c2ccc(C(F)(F)F)cn2)CC1)Nc1cccc(F)c1,-4,8,-6,-1,102,3,-8,-0.1,13*,-6
Cc1cccc(NC(=O)c2ccc([N+](=O)[O-])s2)n1,3,-5,-7,-1,101,1,-6,7.2*,0.7,14
Cc1cc(C)n2nc(N)c(N=Nc3ccc(Cl)cc3)c2n1,-5,-3,-3,-4,101,4,44,0.1,0.0,-4
COc1ccccc1NC(=S)N(CCN1CCOCC1)Cc1ccccc1F,0,2,-6,-2,100,2,6,0.2,-4.4,-5
COc1ccc(N2C(=NC(=O)C(C)Oc3ccccc3)SC3CS(=O)(=O)CC32)cc1 (centres undefined),7,2,-2,-1,99,0,-2,0.0,-2.5,-4
CONc1nc(NC(C)(C)C)nc(OCC#N)n1,3,5,-5,-1,102,0,-4,0.3,-1.3,-1
CC(Sc1nnc(-c2ccco2)n1C)C(=O)NC1CCCC1 (centres undefined),-3,1,-6,8,98,5,1,0.4,-0.2,0
Cc1ccccc1C(=O)Nc1nnc(S(=O)(=O)N2CCCCC2)s1,9,15,3,/,101,2,-13,0.1,-2.6,-3
CCC(C(=O)OCC(=O)N(CCOC)c1c(N)n(Cc2ccccc2)c(=O)[nH]c1=O)c1ccccc1 (centres undefined),0,3,-3,1,99,0,0,0.5,-0.1,-4
CCOC(=O)c1cc(C)sc1NC(=O)C1CCC1,-6,10,-3,-1,100,1,7,0.0,-1.1,-2

# 13 compounds from above, sorted by formula weight, smallest number first:
SMILES,Vif inh,MC4R antag cAMP,CaV13 FRET inh,PDI inh,ABCB6 inh 2,N-glyco inh,H9c2 protect,aDG glyco up,MC4R ag barr,m5-HT2A agonist
Cc1cccc(NC(=O)c2ccc([N+](=O)[O-])s2)n1,3,-5,-7,-1,101,1,-6,7.2*,0.7,14
CCOC(=O)c1cc(C)sc1NC(=O)C1CCC1,-6,10,-3,-1,100,1,7,0.0,-1.1,-2
Cc1cc(C)n2nc(N)c(N=Nc3ccc(Cl)cc3)c2n1,-5,-3,-3,-4,101,4,44,0.1,0.0,-4
CC(Sc1nnc(-c2ccco2)n1C)C(=O)NC1CCCC1 (centres undefined),-3,1,-6,8,98,5,1,0.4,-0.2,0
COc1ccc(N2CCN(c3nc4ccccn4c(=O)c3C=O)CC2)cc1,-10,-2,-3,-4,95,0,9,0.3,-0.1,3
CC(=O)c1c(C)nc(-c2ccc(OCC(=O)Nc3ccccc3)cc2)n1O,6,13,1,0,94,-1,-4,-0.3,-0.9,-2
Cc1ccccc1C(=O)Nc1nnc(S(=O)(=O)N2CCCCC2)s1,9,15,3,/,101,2,-13,0.1,-2.6,-3
CC(=O)Nc1ccc(S(=O)(=O)N2c3ccccc3C(C)=CC2(C)C)cc1,81*,-21,-5,-1,104,12,6,-0.5,-1.9,-3
COCc1cccc(-c2csc(C(NC(C)=O)c3ccc(F)c(F)c3)n2)c1 (centres undefined),-5,3,-6,-3,100,0,-4,0.3,-0.7,-2
O=C(COC(=O)C1CCN(c2ccc(C(F)(F)F)cn2)CC1)Nc1cccc(F)c1,-4,8,-6,-1,102,3,-8,-0.1,13*,-6
COc1ccc(N2C(=NC(=O)C(C)Oc3ccccc3)SC3CS(=O)(=O)CC32)cc1 (centres undefined),7,2,-2,-1,99,0,-2,0.0,-2.5,-4
CCC(C(=O)OCC(=O)N(CCOC)c1c(N)n(Cc2ccccc2)c(=O)[nH]c1=O)c1ccccc1 (centres undefined),0,3,-3,1,99,0,0,0.5,-0.1,-4
Cc1cc(C)cc(-n2c(SCC(=O)Nc3cccc(S(=O)(=O)NC4=NCCCCC4)c3)nc3ccccc3c2=O)c1,-8,29*,-2,9,102,-2,7,-0.1,1.6,3

# Following part
SMILES,Vif inh,MC4R antag cAMP,CaV13 FRET inh,PDI inh,ABCB6 inh 2,N-glyco inh,H9c2 protect,aDG glyco up,MC4R ag barr,m5-HT2A agonist
Cc1nn(CC(=O)NCCc2ccco2)c(=O)c2nn(-c3ccccc3)c(C)c12,0,-3,-15,0,108,1,-2,-0.4,-3.7,1
COc1ccc2c(c1)c(C(C)=O)c(C)n2CCc1ccccc1,-31,8,-4,5,89,-6,-19,-0.2,0.4,6
COc1ccc(-c2cc(C(=O)Nc3c(C)n(C)n(-c4ccccc4)c3=O)no2)cc1OC,5,9,-7,-1,88,1,1,0.1,-1.5,1
Clc1ccc(-c2ccccc2)nn1,2,-2,-12,8,97,1,2,0.0,0.9,4
CC(=O)C[C@H](O)CC(=O)[C@H]1OC(=O)[C@H](C)CCCCc2ccccc21,-3,13,-5,-6,101,-1,-1,0.6,1.3,3
CC(O)c1nc2ccccc2n1C1CCCCC1 (centres undefined),-5,6,/,-17,94,3,-4,0.1,-1.3,0
COc1cc(/C=C/C(=O)OCC(=O)NC(=O)NC(C)C)cc(S(=O)(=O)N2CCc3ccccc32)c1OC,2,4,1,-5,93,-2,25,0.0,0.1,1
CCOc1ccc(S(=O)(=O)NC2=NCCCCC2)cc1,?,5,-2,6,94,0,-6,-0.2,-2.3,5
O=C(COC(=O)COc1cccc(Br)c1)Nc1c(Cl)cccc1Cl,19,20,-5,8,102,0,2,0.3,-0.1,4
COC(=O)C1CCN(C(=O)CSc2nnc(-c3ccccc3)o2)CC1,-6,11,-5,2,95,0,7,-0.1,-4.2,-7
Nn1c(SCC(=O)Nc2ccc3c(c2)OCCO3)nnc1-c1cccnc1,/,20,-6,0,104,/,0,0.0,-1.6,7
